Screening results deposited in PubChem by The Scripps Research Institute Molecular Screening Center.
IDE cell inh: inhibitors of human insulin-degrading enzyme in cells; hit rate 0.41% among 320,000; AID 434962; HEK cells, FAbetaB cleavage, fluorescence polarization; inhibition, % at 5.59 µM; P14735;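 active = percent inhibition above the average of all tested compounds plus 3 SD, set per screening campaign, cut at about 16% in these data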;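 note: IDE supplied by intact live HEK cells; FP after avidin binding of uncleaved biotin substrate so inhibition keeps polarization high; 0% = DMSO wells and 100% = 60 µM reference IDE inhibitor Ii1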
Target sequence (P14735 whole entry, looked up): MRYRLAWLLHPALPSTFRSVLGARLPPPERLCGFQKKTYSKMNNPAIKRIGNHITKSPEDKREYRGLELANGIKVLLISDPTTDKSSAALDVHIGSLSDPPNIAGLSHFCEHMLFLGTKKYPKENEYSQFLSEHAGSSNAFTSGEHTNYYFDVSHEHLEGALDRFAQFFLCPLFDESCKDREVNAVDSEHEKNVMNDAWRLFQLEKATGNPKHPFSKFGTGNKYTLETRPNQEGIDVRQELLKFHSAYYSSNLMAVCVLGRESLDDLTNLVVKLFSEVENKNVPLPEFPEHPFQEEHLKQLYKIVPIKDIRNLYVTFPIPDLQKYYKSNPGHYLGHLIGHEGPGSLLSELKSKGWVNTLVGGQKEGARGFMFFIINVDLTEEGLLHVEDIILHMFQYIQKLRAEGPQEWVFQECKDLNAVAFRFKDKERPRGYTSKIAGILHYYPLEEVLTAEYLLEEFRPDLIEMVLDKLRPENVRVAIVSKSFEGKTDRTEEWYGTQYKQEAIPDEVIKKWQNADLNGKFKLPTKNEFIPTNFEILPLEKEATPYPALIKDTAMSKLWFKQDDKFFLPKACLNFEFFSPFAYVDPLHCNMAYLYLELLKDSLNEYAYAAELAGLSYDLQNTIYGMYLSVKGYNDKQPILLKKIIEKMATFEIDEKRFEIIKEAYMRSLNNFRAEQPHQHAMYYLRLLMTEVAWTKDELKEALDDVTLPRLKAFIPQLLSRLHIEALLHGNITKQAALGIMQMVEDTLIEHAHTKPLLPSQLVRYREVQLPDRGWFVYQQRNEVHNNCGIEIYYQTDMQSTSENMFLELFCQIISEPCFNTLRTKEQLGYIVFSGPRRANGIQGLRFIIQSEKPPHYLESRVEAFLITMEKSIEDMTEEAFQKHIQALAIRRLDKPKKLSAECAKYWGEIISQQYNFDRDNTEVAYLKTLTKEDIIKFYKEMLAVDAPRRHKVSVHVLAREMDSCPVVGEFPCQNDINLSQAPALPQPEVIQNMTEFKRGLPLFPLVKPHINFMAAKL
IDE act: IDE (human) activation, cell-based. AID 493087. P14735. activation, % at 5.96 µM. HEK cells, FAbeta-B cleavage, fluorescence polarization; 0% vehicle, 100% cell-free pure enzyme wells. hit rate 0.073% among 340,000;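 active = activation above the mean of all tested compounds plus 3 SD, set per screening campaign, cut at about 17% in these data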
* marks the source's active call; other numbers are inactive results. These rows are one share of the data. The share of hits here may be higher or lower than overall.

SMILES | IDE cell inh | IDE act
Cc1csc(CNc2ncnc3ccc(-c4cccnc4)cc23)c1 | -2 | 5
COc1ccc(NC(=O)CN(c2ccccc2OC)S(=O)(=O)c2cccs2)cc1Cl | 2 | 2
O=C(Nc1cccc(-n2cnnn2)c1)c1ccc(C(F)(F)F)cc1 | -2 | 1
O=C(Nc1ccccc1)C1CCN(S(=O)(=O)c2cccs2)CC1 | 3 | 0
CC1CCCCC12NC(=O)N(CC(=O)N1CCN(C(=O)c3cccs3)CC1)C2=O (stereo unspecified) | 4 | 1
CS(=O)(=O)c1ccc(Cl)c(NC(=O)COC(=O)c2ccc(S(=O)(=O)N3CCCC3)cc2)c1 | 3 | -2
CCC1CCCCN1S(=O)(=O)c1c(C)n(C)c(=O)n(C)c1=O (stereo unspecified) | 2 | 4
CCCCC(CC)CO (stereo unspecified) | 7 | 7
COc1ccc(OCCCC(=O)OCC(=O)NNC(=O)c2ccc([N+](=O)[O-])cc2)cc1 | -1 | 3
Cc1cccc(Oc2ccccc2NC(=O)CN2C(=O)NC3(CCCC3)C2=O)c1 | 0 | 3
CCN(CC)S(=O)(=O)c1ccc(/C=C/C(=O)OCC(=O)Nc2cccnc2Cl)cc1 | -3 | 2
CCOc1ccc(NC(=O)COC(=O)CNC(=O)c2ccc(-c3ccccc3)cc2)cc1 | -3 | 2
COc1cccc(CN2C(=O)[C@@H]3Cc4c([nH]c5ccccc45)C(C)(C)N3C2=O)c1 | -2 | 3
CC(=O)N1CCN(C(=O)CCN(c2ccccc2)S(=O)(=O)c2ccc(C)cc2)CC1 | -1 | 2
Cc1ccc(-c2nn(-c3ccccc3Cl)cc2C(=O)NCC2CCCO2)cc1 (stereo unspecified) | 1 | 0
Cc1cccc(C)c1NC(=O)CNC(=O)CCC(=O)N1CCOCC1 | 5 | -2
CN(C)c1ccc(S(=O)(=O)N2CCCCC2)cc1NC(=O)CN1C(=O)NC(C)(c2ccccc2)C1=O (stereo unspecified) | 0 | 0
O=C(NCc1nc2ccccc2[nH]1)C1=C[C@@H](c2ccc(C(F)(F)F)cc2)C[C@@H](OCCCCO)O1 | 1 | 1
C[C@H](NC(=O)c1nc[nH]c1C(=O)NCc1ccc(CNC(=O)OC(C)(C)C)cc1)C(=O)OCc1ccccc1 | 8 | 2
COc1ccc([C@H]2CC(=O)C=C(c3cc(Cl)ccc3C)C2)cc1 | 2 | -3
COC(=O)c1c(NC(=O)COC(=O)CCNS(=O)(=O)c2ccc(NC(C)=O)cc2)sc(C)c1C | 5 | -3
CC(C)(C)OC(=O)N1Cc2[nH]c3ccccc3c2C[C@@H]1C(=O)O | -6 | 4
COc1ccc([C@H]2CC(=O)C=C(c3cc(F)ccc3OC)C2)cc1 | 4 | 2
CN(C)c1ccc(C(=O)N2CCN(C(=O)C3CCCO3)CC2)cc1 (stereo unspecified) | 0 | 5
COc1ccc(-c2sc3ccc(N4CCOCC4)cc3c2C#CCO)cc1 | 4 | -2
C[C@H](CO)N1C[C@H](C)[C@@H](CN(C)S(=O)(=O)c2ccc(F)cc2)Oc2c(NC(=O)Nc3ccc4c(c3)OCO4)cccc2C1=O | 7 | 6
C=CCn1c(C)cc(C(=O)COC(=O)c2cncc(Br)c2)c1C | -6 | 2
C/C=C/c1ccc(OCC(=O)N(C)CC(=O)Nc2ccc(F)cc2)c(OC)c1 | 2 | 4
C=CC[C@@H](CC(=O)OC(C)(C)C)C(=O)OC[C@@H]1CCCN1C(=O)[C@H](CC=C)CC(=O)NCCO | -5 | 1
CCn1nnnc1SCC(=O)N(C)C1CCS(=O)(=O)C1 (stereo unspecified) | -4 | 6
C=CCN(c1ccccc1OC)S(=O)(=O)c1cccc(C(=O)OCC(=O)N2CC(C)OC(C)C2)c1 (stereo unspecified) | 3 | 1
O=[N+]([O-])c1ccc(CSc2ccc(S(=O)(=O)N3CCCC3)cn2)cc1 | -2 | 5
N#CCCN(C(=O)COC(=O)c1cc(=O)c2ccccc2o1)c1ccccc1 | 3 | 5
CNc1ccc(S(=O)(=O)NCC(=O)OC(C)C(=O)N(C)Cc2ccccc2)cc1[N+](=O)[O-] (stereo unspecified) | -1 | 3
COc1ccccc1C(=O)N1CCN(c2ccc(N3CCOCC3)nn2)CC1 | 5 | 0
CC(=O)Nc1ccc(C(=O)OCC(=O)N2CC3(C)CC2CC(C)(C)C3)cc1 (stereo unspecified) | 7 | -4
Cc1ccc(NC(=O)c2ccc3c(c2)C(=O)N(c2ccccc2C)C3=O)nc1 | -1 | -3
COc1ccc(C(=O)NNC(=O)COc2ccc(Cl)cc2C)cc1S(=O)(=O)N1CCOCC1 | 3 | 5
O=C(COC(=O)C1(c2ccccc2)CC1)NNC(=O)c1ccccc1 | -5 | 3
Cc1c(C(=O)Nc2ccccn2)oc2ccc(Br)cc12 | -2 | 0
O=C(COC(=O)CNS(=O)(=O)c1ccc(F)c(F)c1F)NC1CCCC1 | 2 | 0
O=C(COC(=O)c1ccc(F)cc1)NC1CC1 | -3 | 3
Cc1nnc(SCc2ccccc2)nc1-c1ccccc1 | 2 | -8
Cc1ccsc1C(=O)OCC(=O)NC1CCCCC1C (stereo unspecified) | 2 | 4
CC1(c2cccc(Br)c2)NC(=O)N(CC(=O)N2CCN(C(=O)c3ccco3)CC2)C1=O (stereo unspecified) | 0 | -2
CC1CCCCC12NC(=O)N(CC(=O)N1CCN(C(=O)c3ccco3)CC1)C2=O (stereo unspecified) | 1 | 1
COc1ccc(CN2CCN(C(=O)c3ccc4c(c3)CCC4)CC2)cc1OC | -3 | 4
COc1cc(OC)cc(-c2c(-c3cccs3)c3cc(-c4ccc5c(c4)OCCO5)ccc3n2C)c1 | 4 | 0
Cc1ccc(NC(=O)CSCC(=O)Nc2sccc2C#N)cc1 | 6 | 3
O=C(Nc1cccc(S(=O)(=O)NC2=NCCC2)c1)c1cn(-c2ccccc2)nc1-c1ccc(F)cc1 | 2 | -1
COc1ccc(NC(=O)COC(=O)/C=C/c2cccs2)c(OC)c1 | -4 | 1
C#CCOCCOCCOCCNc1nc(N2CCN(C(=O)CCCCCCCCCCNC(=O)[C@H]([C@@H](C)CC)n3cc(CCCCN=C(N)N)nn3)CC2)nc(N2CCN(C(=O)CCCCCCCCCCNC(=O)[C@H](CO)n3cc(CCCCCN)nn3)CC2)n1 | 4 | 40*
Cc1nn(-c2ccccc2)c(C)c1NC(=O)COC(=O)c1ccc(Cl)c(S(N)(=O)=O)c1 | 2 | 4
CCC(C)(C)C1CCc2[nH]nc(C(=O)NC3CCCCC3)c2C1 (stereo unspecified) | 1 | 6
COc1ccc(NC(=O)c2ccc3c(c2)OCO3)cc1S(=O)(=O)N1CCOCC1 | -3 | 0
COc1cc2nc(CN3CCN(S(=O)(=O)c4ccccc4C(F)(F)F)CC3)[nH]c(=O)c2cc1OC | 6 | 2
O=C1CC2(CCN(C(=O)c3c(F)cccc3Cl)CC2)Oc2ccccc21 | 3 | 4
COc1ccc(-c2sc3cc4c(cc3c2C#Cc2ccc(N)cc2)OCO4)cc1 | 0 | 2
CC(C)=CCC[C@](C)(O[C@@H]1O[C@H](CO[C@@H]2OC[C@H](O[C@@H]3OC[C@@H](O)[C@H](O)[C@H]3O)[C@H](O)[C@H]2O)[C@@H](O)[C@H](O)[C@H]1O)C1CC[C@]2(C)C1[C@H](O)CC1[C@@]3(C)CC[C@H](O)C(C)(C)C3[C@@H](O)C[C@]12C (stereo partly specified) | -1 | 1
COC(=O)[C@]1(Cc2ccccc2)N[C@H](CN(C)C(=O)c2ccc(C(C)(C)C)cc2)[C@@H]2C(=O)N(Cc3ccccc3)C(=O)[C@@H]21 | -1 | 0

Next section
SMILES | IDE cell inh | IDE act
COCCNC(=O)C1CC(c2ccccc2C(F)(F)F)=NO1 (stereo unspecified) | 0 | 7
Cc1ccc(C)c(S(=O)(=O)N2CCCCC2CCNC(=O)C(=O)NCc2ccco2)c1 (stereo unspecified) | 7 | 3
O=C(CSC1=NS(=O)(=O)c2ccccc2N1)N1CCCCC1 | -1 | 0
CC(NC(=O)COC(=O)c1ccc[nH]c1=O)c1ccccc1 (stereo unspecified) | 3 | -3
Cc1ccccc1-c1cc(C(=O)NCc2cccc(Br)c2)nn1CC1CC(c2cccc([N+](=O)[O-])c2)=NO1 (stereo unspecified) | 2 | 0
COC(=O)[C@]1(C)N[C@H](CN(C)S(=O)(=O)c2ccc(OC)cc2)[C@@H]2C(=O)N(C)C(=O)[C@@H]21 | -5 | 2
COc1ccc(CCNC(=O)CCC(=O)c2cccs2)cc1OC | -6 | 2
O=C(CNC(=O)c1ccc2c(c1)OCO2)Nc1ncccc1O | -1 | 2
O=C(Nc1cccc(S(=O)(=O)N2CCOCC2)c1)C1CC1 | -1 | 3
Cc1ccc(COC(=O)c2cc(S(=O)(=O)N3CCCCC3)ccc2N2CCOCC2)cc1 | 3 | 2
CN(C)C(=O)c1ccc(NC(=O)COC(=O)c2cc(S(=O)(=O)N(C)C)ccc2N2CCCC2)cc1 | -5 | -1
COC(=O)CCC(=O)OC1(C)C(=O)C2=CN(Cc3ccccc3)C(c3ccc(OC)cc3)=CC2=C(Br)C1=O (stereo unspecified) | 2 | -3
Cc1ccccc1OCCC(=O)Nc1ccc(S(=O)(=O)N(C)C2CCN(C)CC2)cc1 | 7 | 2
COc1ccc(C(=O)c2c3ccccc3[n+]([O-])n2Cc2ccc(C(N)=O)cc2)cc1 | 1 | 4
O=C(NCCS(=O)(=O)N1CCN(c2ccccc2F)CC1)c1ccc(F)c(F)c1 | 2 | -3

Another view of part of the listing above:
| compound | IDE cell inh | IDE act |
| --- | --- | --- |
| O=C(Nc1cccc(S(=O)(=O)N2CCOCC2)c1)C1CC1 | -1 | 3 |
| Cc1ccc(COC(=O)c2cc(S(=O)(=O)N3CCCCC3)ccc2N2CCOCC2)cc1 | 3 | 2 |
| CN(C)C(=O)c1ccc(NC(=O)COC(=O)c2cc(S(=O)(=O)N(C)C)ccc2N2CCCC2)cc1 | -5 | -1 |
| COC(=O)CCC(=O)OC1(C)C(=O)C2=CN(Cc3ccccc3)C(c3ccc(OC)cc3)=CC2=C(Br)C1=O (stereo unspecified) | 2 | -3 |
| Cc1ccccc1OCCC(=O)Nc1ccc(S(=O)(=O)N(C)C2CCN(C)CC2)cc1 | 7 | 2 |

Pulled by structure from the list above (three):
SMILES | IDE cell inh | IDE act
O=C(CNC(=O)c1ccc2c(c1)OCO2)Nc1ncccc1O | -1 | 2
COC(=O)[C@]1(C)N[C@H](CN(C)S(=O)(=O)c2ccc(OC)cc2)[C@@H]2C(=O)N(C)C(=O)[C@@H]21 | -5 | 2
O=C(Nc1cccc(S(=O)(=O)N2CCOCC2)c1)C1CC1 | -1 | 3

Carrying on:
SMILES | IDE cell inh | IDE act
Cc1ccc(S(=O)(=O)N2[C@@H](c3ccccc3F)C(C(=O)O)=CC[C@H]2c2cccc(Cl)c2)cc1 | 3 | 3
CC(C)(C)c1cc(CCC(=O)NNC(=O)c2ccncc2)cc(C(C)(C)C)c1O | 2 | 3
O=C1CN(S(=O)(=O)c2ccc(F)cc2)CCN1 | 0 | 4
COCCN(C(=O)COC(=O)C1CC1C)c1c(N)n(Cc2ccccc2)c(=O)[nH]c1=O (stereo unspecified) | 3 | 2
NC(=O)c1ccsc1NC(=O)COC(=O)c1ccc(Cl)c(N)c1 | 6 | -2
COc1ccc(-c2cc3ccc(OC)cc3cn2)cc1 | 2 | 5
COc1ccc(C(CNC(=O)CN(C)S(=O)(=O)c2ccc(C)cc2)N2CCCC2)cc1 (stereo unspecified) | -2 | 0
C[C@H](Cc1ccccc1)Nc1ncnc2c1ncn2[C@@H]1O[C@H](CO)[C@@H](O)[C@H]1O | 5 | 0
CCN(CC)C(=O)c1nc[nH]c1C(=O)N1CCN(c2ccccc2)CC1 | -9 | 2
O=C1NCCO1 | -1 | 4
Cc1ccc(COC(=O)CCCN=C2NS(=O)(=O)c3ccccc32)cc1 | 3 | 3
Cc1ccc(S(=O)(=O)N2CCOCC2)cc1C(=O)NCC1CCCCC1 | 3 | 3
C=CC[C@H](CC(=O)N(CCO)Cc1ccccc1)C(=O)N[C@@H](COC(=O)[C@@H](CC=C)CC(=O)OC(C)(C)C)Cc1c[nH]c2ccccc12 | 3 | 5
CCN1C(=O)[C@@H]2[C@@H](c3ccc(-c4cccc(Cl)c4)c(OC)c3)N3CCCC[C@@]3(C(=O)OC)[C@@H]2C1=O | -1 | 0
N#CC1(NC(=O)COC(=O)c2cccc(-n3cnnn3)c2)CCCCC1 | 0 | 1

Three compounds from above, arranged by the number in IDE cell inh, ascending:
SMILES | IDE cell inh | IDE act
COc1ccc(-c2cc3ccc(OC)cc3cn2)cc1 | 2 | 5
COCCN(C(=O)COC(=O)C1CC1C)c1c(N)n(Cc2ccccc2)c(=O)[nH]c1=O (stereo unspecified) | 3 | 2
NC(=O)c1ccsc1NC(=O)COC(=O)c1ccc(Cl)c(N)c1 | 6 | -2

(next part)
SMILES | IDE cell inh | IDE act
O=C(NNC(=O)c1ccc(Br)s1)c1csc(N2CCOCC2)n1 | -1 | 2
Cc1onc(-c2ccccc2Cl)c1C(=O)Nc1cccc(S(=O)(=O)NC2=NCCC2)c1 | -2 | 5
CC1(C)CC2CC(C)(CN2C(=O)COC(=O)c2cccc([N+](=O)[O-])c2)C1 (stereo unspecified) | -2 | 1
O=C(NC1CCCC1)c1ccc2c(c1)S(=O)(=O)c1ccccc1C2=O | -3 | 0
Cc1csc(=O)n1CCC(=O)OCC(=O)NNC(=O)c1ccc(Br)cc1 | -2 | 5
COC(=O)c1cccc(-c2noc(-c3ccccc3F)n2)c1 | 0 | -5
C/C(=N\OCC(=O)OCC(=O)NC(=O)c1ccccc1)c1ccc2c(c1)OCO2 | 0 | 1
Cc1cccc(NC(=O)c2nc[nH]c2C(=O)N2CCN(C(=O)OC(C)(C)C)CC2)c1 | 0 | -3
Cc1cc(OCC(=O)OCC(=O)NCCN2C(=O)CSC2=O)ccc1Cl | 5 | 0
Cc1csc(SCC(=O)Nc2nccs2)n1 | -2 | 0
O=C1COc2ccc(C(=O)COC(=O)c3ccc(F)cc3Cl)cc2N1 | 1 | 2
